Assay outcomes as filed in PubChem BioAssay.
KB-V1 MDR tox = KB-V1 MDR subline cytotoxicity | KB-V1 MDR cells viability, CellTiter-Glo, 72 h | Potency, µM (doses to about 46.1 µM), for inactives: at the top dose activity change, negative = cytotoxicity, hits mostly cytotoxic | 400,000 compounds, 3.4% hits; also: potency is read from the fitted curve at half-maximal effect; % is scaled to controls: 0 for no effect and ±100 for the full control effect; nearly all actives have a fitted effect of over 60% in size
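In this primary screen, KB-V1 cells overexpressing P-gp are incubated with library compounds (lowest to highest concentration) for 72 h at 37 degrees C before a luminescent ATP viability read.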
SW480 rereplic = induces DNA re-replication in SW480 colon adenocarcinoma cells; 340,000 compounds, 1.8% hits; Potency, µM (doses to about 46.1 µM), for the others: at the top dose re-replication activation, actives largely listed as activators; AID 624297; SW480 DNA re-replication, Hoechst DNA content imaging, 48 h; also: potency is read from the fitted curve at half-maximal effect; % of control where 0% means no effect; nearly all actives have a fitted effect of over 55% in size
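Image-based DNA-content assay: after two days of treatment, nuclei were labelled with the DNA dye Hoechst and imaged, and hits were compounds raising the count of nuclei showing high fluorescence intensity.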
KB-3-1 cytotox = KB-3-1 parental cell cytotoxicity. KB-3-1 viability, CellTiter-Glo ATP luminescence, 72 h. Potency, µM (highest dose often 46.1 µM), inactives show at the highest dose activity change, negative = cytotoxic, hits mostly cytotoxic. 400,000 compounds, 1.4% hits; also: potency is read from the fitted curve at half-maximal effect; % is scaled to controls: 0 for no effect and ±100 for the full control effect; nearly all actives have a fitted effect of over 60% in size
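Screening of KB-3-1 cells (DMEM, 10% FBS, phenol-red free) ran from lowest to highest compound concentration; after 72 h at 37 °C viability was read luminescently and curves fitted.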
ATXN2 expr inh = ATXN2 expression inhibition; 360,000 compounds, 0.72% hits; Potency, µM (series often up to 57 µM), without a hit: at the top dose activity change, negative = inhibition, most hits filed as inhibitors; AID 1745845; HEK-293 ATXN2-luciferase reporter, luminescence, 24 h; also: potency is read from the fitted curve at half-maximal effect; % is scaled to controls: 0 for no effect and ±100 for the full control effect; nearly all actives have a fitted effect of over 55% in size
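ATXN2-luciferase reporter cells (luciferase flanked by upstream and downstream ATXN2 gene portions) were treated 24 h at 37 °C with compounds at up to 57 uM. SteadyGlo luminescence gave expression; GF-AFC fluorescence gave viability.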
HT1080 IDH1KD tx = kills HT-1080 cells with IDH1 knockdown; HT-1080 IDH1 knockdown viability, ATP luminescence, 48 h; Potency, µM (top dose mostly 46.1 µM), without a hit: at the top dose activity, negative = toxicity, actives largely listed as cytotoxic; 360,000 compounds, 2% hits; AID 686971;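 also: potency is read from the fitted curve at half-maximal effect; 0% = DMSO wells and -100% = cell-free medium wells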
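Luminescent ATP read-out (CellTiter-Glo, 10 min at room temperature) after 48 h compound exposure at 37 °C gave viability of IDH1-knockdown HT-1080 cells. Activity was normalised to DMSO and cell-free wells, then fitted as concentration-response curves.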
MCF10A rerep = inducers of DNA re-replication in MCF 10A breast cells | MCF 10A DNA re-replication, Hoechst nuclear intensity, 48 h | Potency, µM (top dose mostly 46.1 µM), inactives show top-dose activity, positive = re-replication, actives largely listed as activators | 350,000 compounds, 2.9% hits; also: potency is read from the fitted curve at half-maximal effect; % of control where 0% means no effect; nearly all actives have a fitted effect of over 50% in size
S2 tox = viability counter-screen for ATXN expression inhibitors; 400,000 compounds, 0.49% hits; S2 cells (HEK-293 line with an ATXN2-luciferase reporter) viability, CellTiter-Fluor protease fluorescence, 24 h; Potency, µM (titrated, usually from 56.7 µM), hits mostly cytotoxic; also: potency is read from the fitted curve at half-maximal effect; nearly all actives have a fitted effect of over 40% in size
HT1080NT lethal = kills 2HG-producing HT-1080-NT fibrosarcoma cells. HT-1080-NT fibrosarcoma viability, CellTiter-Glo ATP luminescence, 48 h. 360,000 compounds, 1.6% hits. Potency, µM (titrated, usually from 46.1 µM), for inactives: at the top dose activity, negative = less viability, most hits filed as cytotoxic;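 also: NT is the 2HG producing partner of a matched IDH1 knockdown line; potency is read from the fitted curve at half-maximal effect; 0% = DMSO-treated cells and -100% = media-only wells without cells; nearly all actives have a fitted effect of over 55% in size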
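Luminescent CellTiter-Glo readout after 48 hours of compound exposure at 37 degrees C defined viability of HT-1080-NT cells. Activity was normalized to DMSO wells and cell-free media wells; concentration-response curves were fitted and assigned curve classes.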
IL1B secr inh = inflammasome signaling inhibition, IL-1 beta readout; THP-1 LPS/ATP IL-1B secretion, AlphaLISA, 16 h; stronger effect = lower value; 360,000 compounds, 4.7% hits; activity change, % at 57.5 µM; in the data active = activity change below about -50%; inconclusive = mostly about -30% to -49%; also: % is scaled to controls: 0 for no effect and ±100 for the full control effect
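Secreted IL-1B measured by AlphaLISA bead assay after 16 h compound exposure of THP-1 cells; compounds (final up to 57.5 uM) added 1 h before LPS (250 ng/mL) and ATP (1.25 mM) stimulation; lower signal means less secretion.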
* = called active by the depositor; i = inactive; ? = inconclusive; · = not tested or not shown; [ ] = another dose, or the depositor's remark. Unless noted, calls follow the shape of the dose curve; as a rule, active = well fitted curve in the direction sought with a large enough effect; inconclusive = small, poorly fitted or top-dose-only effect, or another doubt; inactive = no such curve, though single readings can be large; an effect the other way counts as inactive or inconclusive.

SMILES	KB-V1 MDR tox	SW480 rereplic	KB-3-1 cytotox	ATXN2 expr inh	HT1080 IDH1KD tx	MCF10A rerep	S2 tox	HT1080NT lethal	IL1B secr inh
O=C(CCCCC(=O)OCC1COCO1)OCC1COCO1 (centres undefined)	2.7%	-11.5%	0.5%	-2.6%	11.8%	-3.8%	i	0.0%	10.9
CCOC(=O)C1=CCN(S(=O)(=O)c2ccccc2C)C1c1cccc(Br)c1 (centres undefined)	?	·	-12.7%	?	?	·	i	?	42.0
CCc1nc2ccc(C(=O)N(C)Cc3ccco3)cn2c1N(CC)C(=O)NCCc1ccccc1	-5.8%	·	0.0%	18.3%	7.6%	·	i	18.6%	8.6
O=C(COC(=O)c1ccc2c(c1)OCCO2)NCCc1ccc(F)cc1	?	1.6%	6.5%	7.8%	16.0%	-0.3%	i	4.2%	35.3
COC(=O)c1ccccc1NC(=O)c1nc(S(=O)(=O)Cc2ccccc2)ncc1Cl	1.2%	-4.2%	-35.6%	·	-9.9%	?	?	0.3%	-15.8
CN(C)C(=O)N1CCC(C(=O)NCc2ccccc2)CC1	-0.5%	2.4%	10.6%	2.0%	9.4%	-3.0%	i	0.0%	15.1
CC(C(=O)NCCCN1CCOCC1)n1cccc1C(=O)c1ccccc1 (centres undefined)	-2.5%	-3.2%	3.6%	1.3%	16.4%	-7.7%	i	8.1%	27.0
COc1ccc(S(=O)(=O)N2CCC(C(=O)NCc3ccccn3)CC2)cc1Cl	-5.6%	-35.2%[inhibitor]	-0.1%	0.5%	-1.4%	-2.3%	i	-0.8%	-1.9
CN1CCN(c2oc(-c3ccccc3)nc2S(=O)(=O)c2ccc(Br)cc2)CC1	·	?	·	-23.7%	-5.4%	13.8%	?	-18.6%	?
Cc1cccc(NC(=O)N2CCC(N3CCN(Cc4ccccc4)C(=O)C3=O)CC2)c1C	?	·	-1.6%	13.5%	·	·	i	·	·
O=C(O)CSc1nc2ccccc2n1Cc1ccccc1	-14.9%	?	-7.5%	-9.4%	-7.6%	-1.1%	i	-0.8%	4.6
Clc1ccc(Cc2nnc(-c3ccccc3Br)o2)cc1	-3.5%	-11.5%	3.0%	48.9%[activator]	11.8%	-1.4%	i	3.4%	-2.3
N/C(=N\OC(=O)CCCc1ccccc1)c1ccc(Br)cc1	?	-10.2%	3.6%	2.1%	0.3%	-11.3%	i	3.6%	21.3
O=C(COc1ccc(Br)cc1)OCCN1CCCCC1	3.8%	-2.3%	23.8%	-12.2%	-0.1%	-3.4%	i	0.7%	22.4
O=C(Nc1nnc(C2=COCCO2)o1)c1ccc(S(=O)(=O)N2CCOCC2)cc1	-8.3%	-18.0%	1.2%	1.3%	-3.5%	18.7%	i	-6.9%	26.2
CC1CN(c2cc(=O)n(-c3ccccc3)c(=O)[nH]2)CC(C)O1 (centres undefined)	0.0%	-7.7%	-3.7%	-19.9%	8.0%	0.0%	?	11.6%	7.5
CCC1(c2ccccc2)NC(=O)N(CC(=O)Nc2ccccc2N2CCCC2)C1=O (centres undefined)	-28.1%	16.5%	2.4%	-1.1%	-17.2%	8.9%	i	-3.2%	9.1
CCCCN1C(=O)C(CC(=O)NCCCCc2ccccc2)CC(C(=O)N2CCOCC2)=C1C (centres undefined)	4.7%	·	-5.4%	9.4%	5.2%	·	i	-2.2%	4.6
O=C(/C=C/c1c(F)cccc1Cl)Nc1nn[nH]n1	10.1%	?	3.0%	-16.2%	9.1%	16.2%	?	10.0%	19.3
CCCc1nc2ccc(Br)cn2c1Cc1ccccc1	9.3%	·	-5.5%	11.2%	-21.0%	·	i	-14.3%	-6.6
Cc1ccc(-n2c(COc3cccc(C)c3)n[nH]c2=S)cc1	-31.3%	-5.3%	1.8%	-14.1%	-1.5%	-11.4%	i	-12.5%	6.3
Cc1ccc(Cn2cc(SCC(N)=O)c3ccccc32)cc1	-7.5%	-1.1%	2.5%	-6.3%	-10.4%	-0.1%	?	0.1%	21.5
COc1ccc(C)cc1NS(=O)(=O)c1cc(C)ccc1C	-6.4%	-1.7%	-25.7%	-3.0%	-17.8%	-1.4%	i	-0.2%	-3.3
Cc1ccc(N2CC(C(=O)Nc3ccc(S(=O)(=O)Nc4nccc(C)n4)cc3)CC2=O)cc1 (centres undefined)	?	?	-1.2%	-4.8%	12.8%	-15.0%	i	5.6%	-10.7
CCCCNCc1ccc(OCc2ccc(Cl)nc2)c(OC)c1	-21.6%	-1.4%	-0.5%	-7.2%	3.2%	?	?	-16.3%	-11.8

Continued (three carried over from the part before).
SMILES	KB-V1 MDR tox	SW480 rereplic	KB-3-1 cytotox	ATXN2 expr inh	HT1080 IDH1KD tx	MCF10A rerep	S2 tox	HT1080NT lethal	IL1B secr inh
COc1ccc(C)cc1NS(=O)(=O)c1cc(C)ccc1C	-6.4%	-1.7%	-25.7%	-3.0%	-17.8%	-1.4%	i	-0.2%	-3.3
Cc1ccc(N2CC(C(=O)Nc3ccc(S(=O)(=O)Nc4nccc(C)n4)cc3)CC2=O)cc1 (centres undefined)	?	?	-1.2%	-4.8%	12.8%	-15.0%	i	5.6%	-10.7
CCCCNCc1ccc(OCc2ccc(Cl)nc2)c(OC)c1	-21.6%	-1.4%	-0.5%	-7.2%	3.2%	?	?	-16.3%	-11.8
CC1CCc2sc3c(c2C1)c1ncnn1c(=O)n3CC(=O)c1ccc(Br)cc1 (centres undefined)	-2.3%	-3.0%	1.4%	6.3%	-0.6%	-0.8%	i	-0.4%	10.1
CN(C)[C@@H](CO)c1nnc([C@H](CCC(=O)O)NC(=O)C2CCNCC2)o1	5.2%	0.2%	9.2%	7.1%	9.9%	-7.8%	i	2.1%	10.4
CCOC(=O)C1CCN(C(=O)CNC(=O)c2nn(-c3ccc(OC)cc3)c(=O)c3ccccc23)CC1	-23.6%	4.5%	-1.5%	57.2%[activator]	-2.1%	21.9%	i	-0.7%	-0.1
Cc1ccc(NC(=O)CCNS(=O)(=O)c2ccc(OC(F)(F)F)cc2)c(O)c1	?	-3.7%	-10.0%	0.9%	-0.4%	-2.5%	i	-1.4%	i
CN(c1ccccc1)S(=O)(=O)c1ccc(C(=O)OCC(=O)N2CCOCC2)cc1	11.7%	-10.3%	-0.6%	7.4%	8.7%	9.3%	i	4.7%	18.3
Cc1cccc(Nc2nnc(SCC(=O)Nc3cccnc3Cl)s2)c1	14.6µM*	-14.1%	12.0%	5.3%	10.7%	15.0%	i	5.3%	-6.2
COc1cc(N)c(Cl)cc1C(=O)OCC(=O)NC(=O)NCc1ccco1	-1.9%	1.1%	8.9%	-5.9%	-5.0%	8.0%	i	3.3%	-1.2
COc1ccc2c(c1)SCCC2=O	-5.2%	-10.4%	-3.1%	2.3%	5.1%	-9.7%	i	16.2%	-9.4
Cc1ccc(C(=O)CN2C(=O)NC3(CCCCC3C)C2=O)s1 (centres undefined)	3.9%	-2.9%	3.4%	·	-2.5%	-1.4%	i	14.8%	-12.4
COc1ccc(CNC(=O)c2cc(-c3ccco3)on2)cc1	6.1%	-5.0%	0.6%	2.8%	3.4%	-1.6%	i	7.2%[9.24 µM]	0.0
CN(C(=O)CN1CCN(c2cc(-c3cccc4oc5ccccc5c34)ncn2)CC1)c1ccccc1	0.3%	·	0.0%	0.0%	0.3%	·	i	0.0%	-23.8
O=C(OCC(O)C1OC(c2ccccc2)OC(COC(=O)c2ccccc2)C1O)c1ccccc1 (centres undefined)	-16.1%	·	8.4%	-21.9%	-29.5%	·	i	?	-2.1
COc1ccc(C(CNC(=O)COc2ccc(Br)cc2F)N2CCCC2)cc1 (centres undefined)	?	-3.4%	-1.9%	-21.1%	9.9%	-0.7%	i	10.2%	?
COc1cccc(NS(=O)(=O)c2ccc3c(c2)NC(=O)C(C)C(=O)N3)c1 (centres undefined)	25.6%	-0.8%	16.2%	-16.4%	-0.4%	3.8%	?	5.2%	12.2
Cc1ccc(NC(=O)C(C)OC(=O)CCC2CCCCC2)cc1 (centres undefined)	-17.9%	?	-2.6%	-1.9%	19.4%	9.1%	i	3.7%	-15.5
Nc1ccccc1SCC(=O)Nc1ccc2c(c1)OCO2	-5.7%	-5.9%	-18.9%	-3.0%	?	2.9%	i	-18.1%	13.7
CC1CN(Cc2c(O)ccc3c2oc(=O)c2ccccc23)CC(C)O1 (centres undefined)	?	-6.5%	0.0%	·	-7.4%	4.1%	?	?	-13.7
CC(C)(C)Oc1ncc(Br)c(OC(C)(C)C)n1	6.3%	?	5.6%	3.7%	5.4%	13.8%	i	7.9%	8.5
C/C(=N\NC(=O)CSc1nnc(C)s1)c1ccc(Cl)cc1	4.3%	-0.8%	9.8%	-0.2%	12.8%	-3.8%	i	5.0%	-7.8
O=C1C=C(Nc2ccc(Cl)cc2)CC(c2ccc(Cl)cc2)C1 (centres undefined)	23.1µM*	3.3%	-7.1%	?	-20.5%	-13.2%	i	?	-84.8*
CC1CCCN(C(=O)c2ccc3c(c2NCCO)C(=O)c2ccccc2C3=O)C1 (centres undefined)	4.61µM*	-4.7%	18.8%	-11.2%	-10.8%	6.3%	?	-3.7%	?
CCN1C(=O)C(O)(C2COC(C)(C)CC2=O)c2ccccc21 (centres undefined)	9.5%	-5.5%	3.1%	0.9%	25.0%	?	i	21.6%	5.0
O=C(NC1CCCN(CCc2ccccc2)C1)c1c(F)cccc1F (centres undefined)	-20.5%	1.5%	3.5%	·	-2.4%	11.0%	i	-0.5%	-8.9
CCC(=O)c1ccc(SC(=O)N(C)C)cc1O	0.0%	-3.4%	-1.2%	-0.8%	1.5%	17.6%	i	8.8%	-23.0
CCOC(=O)c1c(C)nsc1NCc1ccccc1	0.0%	-8.8%	-5.3%	-32.3%	-15.5%	-6.3%	i	-16.9%	-7.4
Clc1ccccc1Cn1nnc2c(NCC3CC3)ncnc21	?	-1.3%	?	5.2%	-4.3%	8.5%	i	-1.8%	-12.1
